HSF1 inh = HSF1 inhibition. NIH3T3-HGL HSE-luciferase, MG132-induced, luminescence 8 h; stronger effect = lower value. activity change, negative = inhibition, % at 7.5 µM (by protocol). 0.77% of 300,000 active. AID 2098;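 active = more than half of replicate wells show activity change below -50%, luminescence cut by over half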;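 also: luciferase reports HSF-1 transcriptional activity via heat shock element; 0% = median of DMSO wells and -100% = zero luminescence signal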
GSK3beta inhib = blocks human GSK3beta kinase activity. P49841. activity score (negative = inhibition), % at 10 µM. GST-GSK3beta kinase, ADP-Glo luminescence, 60 min; stronger effect = lower value. AID 2097. 0.038% of 300,000 active;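 active = more than half of replicate wells score below -50%, meaning over 50% inhibition versus plate controls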;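 also: 0% = median DMSO wells and -100% = median GW8510 positive control wells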
Target sequence (P49841 whole entry, looked up): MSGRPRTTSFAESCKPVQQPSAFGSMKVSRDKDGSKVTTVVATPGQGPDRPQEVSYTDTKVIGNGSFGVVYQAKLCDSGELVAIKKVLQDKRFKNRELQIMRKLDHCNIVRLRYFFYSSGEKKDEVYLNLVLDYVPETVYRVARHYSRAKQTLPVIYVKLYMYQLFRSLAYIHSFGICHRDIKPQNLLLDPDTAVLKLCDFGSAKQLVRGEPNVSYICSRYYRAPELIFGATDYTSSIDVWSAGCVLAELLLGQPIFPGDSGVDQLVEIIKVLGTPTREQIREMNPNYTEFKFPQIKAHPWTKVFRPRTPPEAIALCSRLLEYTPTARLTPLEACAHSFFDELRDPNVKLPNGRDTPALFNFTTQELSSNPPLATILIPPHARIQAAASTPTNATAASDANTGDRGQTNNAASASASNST
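Test system: GST-fused GSK3beta enzyme, cell-free | Quantity: 1.6 ng GST-GSK3beta enzyme per well | Reagent: 25 µM ATP with peptide substrate | Schedule: 60 min enzyme reaction, room temperature | Signal: Luminescent ADP-Glo measurement of ADP formed | Read-out basis: Score relative to plate controls | Control set: DMSO and 20 µM GW8510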
IEC-6 tox = kills IEC-6 intestinal cells in KLF5 counter-screen. 0.78% of 290,000 active. AID 1825. IEC-6 cytotoxicity, luminescence viability. inhibition, % at 5 µM; in the data active = inhibition above about 22%;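 also: 0% = plate median of test compound wells and 100% = cytotoxic reference compound wells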
HSP90 inh = blocks HSP90-mediated luciferase refolding in reticulocyte lysate | AID 1789 | Rabbit reticulocyte lysate, luciferase refolding luminescence, 3 h | 0.91% of 290,000 active | inhibition, % at 5.6 µM;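 active = inhibition above the screen-wide mean plus 3 SD, computed separately per campaign, cut at about 16% in these data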;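 also: 0% = DMSO wells and 100% = 60 µM geldanamycin wells; inhibitors lower the luminescence because luciferase stays unfolded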
AI-2 QS mod = modulates the Vibrio harveyi AI-2 quorum sensing system | Vibrio harveyi JMH597 AI-2 luminescence/OD600 ratio, 9 h; stronger effect = lower value; strain lacks LuxN and CqsS sensors; 0 = neutral-control median | activity change, % at 7.5 µM | 0.4% of 300,000 active | AID 2094; in the data active = activity change below about -75%, passing the limit was not always enough;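 also: luminescence divided by OD600 gain over 9 h not by final OD600 alone; inactives centre near 13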
HIF activator = HIF pathway transcriptional activation. U2OS HRE-luciferase reporter, luminescence; normalized: DMSO 0%, desferrioxamine 100%. activation, % at 7.5 µM (by protocol). 0.32% of 300,000 active. AID 1910;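 active = mean activation of at least 10% of the iron chelator positive control signal, with at least half of replicates also reaching 10%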
GSK3A inh = blocks human GSK-3 alpha kinase; P49840; ADP-Glo luminescence, 60 min; inhibition, % at 10 µM; 0.1% of 320,000 active;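 in the data active = inhibition above about 50%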;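 also: GST-tagged GSK-3 alpha with peptide substrate and 25 µM ATP; 0% = DMSO neutral wells and 100% = GW8510 positive control wells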
Target sequence (P49840 whole entry, looked up): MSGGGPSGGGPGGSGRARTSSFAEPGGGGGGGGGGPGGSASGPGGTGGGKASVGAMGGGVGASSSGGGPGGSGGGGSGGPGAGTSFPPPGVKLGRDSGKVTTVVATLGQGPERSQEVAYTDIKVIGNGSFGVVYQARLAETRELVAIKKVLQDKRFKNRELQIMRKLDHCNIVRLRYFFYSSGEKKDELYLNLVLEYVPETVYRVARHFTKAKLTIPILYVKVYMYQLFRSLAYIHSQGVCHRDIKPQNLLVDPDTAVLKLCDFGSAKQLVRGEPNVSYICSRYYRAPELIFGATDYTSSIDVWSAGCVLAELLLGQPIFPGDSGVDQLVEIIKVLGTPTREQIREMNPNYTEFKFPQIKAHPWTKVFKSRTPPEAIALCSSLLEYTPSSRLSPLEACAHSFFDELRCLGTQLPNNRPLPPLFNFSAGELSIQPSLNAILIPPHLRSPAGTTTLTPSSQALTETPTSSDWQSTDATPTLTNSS
HSF1 activator = increases HSF-1 driven luciferase reporter signal; NIH3T3-HGL HSF-1 luciferase reporter, MG132, 8 h; 100% = twice DMSO control signal; activation, % at 9 µM; 1.7% of 300,000 active; AID 504408;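 active = mean replicate activation of at least 50% with a set share of replicates each reaching 50%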;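 also: 0% = median of the neutral control wells and 100% = twice that signal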
KLF5 inh = kruppel-like factor 5 inhibition | 0.23% of 290,000 active | inhibition, % at 5 µM | DLD-1 KLF5 promoter-luciferase reporter, luminescence;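 active = inhibition above a per-plate limit of that plate's mean compound inhibition plus 3 SD, cut at about 60% in these data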;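 also: 0% = DMSO wells and 100% = LY294002 at 200 µM; higher means less KLF5 promoter-driven luciferase light; inactives centre near -14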
aSyn 5UTR inh = 5' untranslated region of α-synuclein, MLPCN primary screen; alpha-synuclein 5'UTR reporter, inhibitor activity; inhibition, % (tested at 7.5 µM); 0.82% of 300,000 active; AID 1813; in the data active = inhibition above about 60%;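 also: H4 neuroglioblastoma cells stably carrying SNCA 5'UTR luciferase fusion; 0% = DMSO wells and 100% = positive control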
The depositor's hits bear a star; · = no result given. No enrichment for hits, and some 4.7% of all compounds hit somewhere here.

Compound	HSF1 inh	GSK3beta inhib	IEC-6 tox	HSP90 inh	AI-2 QS mod	HIF activator	GSK3A inh	HSF1 activator	KLF5 inh	aSyn 5UTR inh
COC(=O)N[C@H](c1ccccc1)[C@@]1(C)C[C@@H]1[C@@H](C)C(=O)Nc1ccc2ccccc2c1	0	5	·	·	6	1.4	-4	17	·	14
c1ccc(Cc2ccc(OCCCNC3CCCC3)cc2)cc1	-7	-2	7	-3	-13	-0.6	2	-2	-18	-5
CC1CCCC(C)N1CCCNC(=O)Cn1cc2c(n1)CCCC2 (stereo not drawn)	-5	-3	-1	3	25	0.2	0	-4	-13	10
CCc1ccc(-c2cc(C(=O)NCc3ccccn3)c3ccccc3n2)cc1	10	4	4	-3	35	2.2	-3	36	-16	-227
COc1ccc(NS(=O)(=O)c2cc(NC(=O)/C=C/c3cccs3)ccc2N2CCOCC2)cc1	3	-3	5	-1	15	-0.8	-3	1	5	9
CN(CCc1cnn(C)c1)C(=O)C1CCC(=O)N(CC2CCCCC2)C1 (stereo not drawn)	-2	3	-2	-6	18	-0.3	-2	8	-16	0
CC1=CC(=C(C#N)c2nc3ccccc3s2)C=C(C)N1Cc1ccco1	-3	1	-6	0	1	0.0	-3	5	-21	-34
CC(OC(=O)C1CCCO1)C(=O)NC1CCCC1 (stereo not drawn)	-8	3	2	2	30	-0.2	-6	19	3	6
COc1cc2c(cc1NC(=O)C(C)OC(=O)C1CC(=O)N(Cc3ccco3)C1)oc1ccccc12 (stereo not drawn)	35	-2	4	-3	2	2.4	0	74*	-74	-127
COc1cc(C)ccc1OCCOCCOc1ccc(C)cc1[N+](=O)[O-]	2	-4	-4	-4	6	-0.1	1	-8	5	-28
Cc1ccc(S(=O)(=O)NC(=O)COc2ccccc2C(N)=O)cc1	-4	0	-2	0	31	-0.2	12	-9	-7	13
COc1nn(C(C)C(=O)N2N=C(C(F)F)CC2(O)C(F)F)cc1[N+](=O)[O-] (stereo not drawn)	-3	0	2	-2	44	-0.5	-4	-22	-18	7
N#Cc1nc(COc2ccccc2F)oc1N1CCCCCC1	·	·	9	4	·	·	1	·	-27	·
O=C(CCCN1C(=O)/C(=C/c2ccccc2)SC1=S)Nc1ccccc1O	4	-4	0	-2	3	0.7	-2	9	-9	-2
O=C(Nc1cccc([N+](=O)[O-])c1)C1CC(=O)N(Cc2ccccc2)C1 (stereo not drawn)	-1	0	-1	-1	14	0.5	0	-16	-16	9
COc1cccc(NC(=O)Cn2c(CCC(=O)O)ccc2-c2ccc(Cl)cc2)c1	22	0	0	4	18	-0.2	-1	28	-6	-17
CC1CCN(C(=O)CCN2C(=O)/C(=C/c3cccs3)SC2=S)CC1	-2	·	-4	2	·	0.4	-1	-4	-12	-75
CCCc1cc(C(=O)Nc2ccc(C#N)cc2)no1	5	3	-6	-4	6	-0.1	1	13	-24	-2
CCCc1ccc2oc(C(=O)N3CCC(N4CCCC(O)C4)CC3)c(C)c2c1 (stereo not drawn)	4	1	-1	1	-5	0.5	-2	16	-11	-5
O=C(CN(C(=O)CNC(=O)c1cccs1)c1cccc(F)c1)NC1CCCC1	-7	-1	5	-3	-25	-3.3	-1	-4	-28	0
CCCN(C(=O)CSCc1ccccc1C)c1c(N)n(Cc2ccccc2)c(=O)[nH]c1=O	5	-1	·	·	5	-0.2	1	11	·	-2
Cc1ccc(S(=O)(=O)N2CCN(C(C)CC(=O)O)CC2)cc1 (stereo not drawn)	-3	0	3	-2	19	0.3	-2	2	-18	2
O=C(CN1C(=O)C2CCCN2C(=O)c2ccccc21)Nc1ccccc1-n1cccc1 (stereo not drawn)	-19	-18	2	1	8	0.3	-2	-35	-16	0
CCOC(=O)c1ccc(NC(=S)NC(=O)c2cncc(Br)c2)cc1	-13	2	2	1	19	0.8	-3	-22	5	-4
COc1ccc(C)cc1N(CC(=O)Nc1cccc(N(C)S(C)(=O)=O)c1)S(C)(=O)=O	-8	1	7	0	2	·	4	6	-21	6
O=c1c2cnn(-c3ccccc3)c2ncn1Cc1cccc(Cl)c1	·	·	-2	-8	·	·	0	·	-9	·
O=[N+]([O-])c1cccc(/C=C/c2nc(C=Nc3ccccc3)c(O)o2)c1	-8	-6	5	5	17	-0.2	-2	-28	7	11
Cc1nc2ccccc2c(=O)n1/N=C/C=C/c1ccccc1	6	1	-1	-2	1	0.4	1	26	-17	-7
CCCCN(C(=O)c1cc(CC)c(C)s1)c1c(N)n(CCC)c(=O)[nH]c1=O	-1	0	·	·	3	-0.1	-2	5	·	-18
CN1CCN(C(=O)CCN2C(=O)/C(=C\c3ccccc3F)SC2=S)CC1	3	0	4	1	8	0.1	-3	5	-13	-42

Exported with values under each structure: entries from further up.
Second line of a record: HSF1 inh, GSK3beta inhib, IEC-6 tox, HSP90 inh, AI-2 QS mod, HIF activator, GSK3A inh, HSF1 activator, KLF5 inh, aSyn 5UTR inh
O=C(CN(C(=O)CNC(=O)c1cccs1)c1cccc(F)c1)NC1CCCC1
 : -7, -1, 5, -3, -25, -3.3, -1, -4, -28, 0
CCCN(C(=O)CSCc1ccccc1C)c1c(N)n(Cc2ccccc2)c(=O)[nH]c1=O
 : 5, -1, ·, ·, 5, -0.2, 1, 11, ·, -2
Cc1ccc(S(=O)(=O)N2CCN(C(C)CC(=O)O)CC2)cc1 (stereo not drawn)
 : -3, 0, 3, -2, 19, 0.3, -2, 2, -18, 2
O=C(CN1C(=O)C2CCCN2C(=O)c2ccccc21)Nc1ccccc1-n1cccc1 (stereo not drawn)
 : -19, -18, 2, 1, 8, 0.3, -2, -35, -16, 0

More records follow:
Compound	HSF1 inh	GSK3beta inhib	IEC-6 tox	HSP90 inh	AI-2 QS mod	HIF activator	GSK3A inh	HSF1 activator	KLF5 inh	aSyn 5UTR inh
COc1ccc(S(=O)(=O)NCC(c2ccc(F)cc2)N2CCN(C)CC2)cc1 (stereo not drawn)	-1	4	·	·	8	0.0	-1	0	·	3
COc1cccc(-c2cccc(NC(=O)C3CCN(Cc4ccc(C)o4)CC3)c2)c1	-1	0	4	2	14	0.3	0	-7	-25	6
CCCCOc1ccc(C(=O)Nc2ccncc2)cc1	-5	2	4	2	20	2.9	·	-5	-12	-123
Cc1cc(-c2ccccc2)c2c3c(c(-c4ccccc4)n2n1)c(=O)n(C)c(=O)n3C	13	2	2	-2	-10	0.7	-2	33	-5	30
CC(=O)c1ccc(OC(=O)C2c3ccccc3Oc3ccccc32)cc1	-13	1	-1	-2	24	-28	-2	4	-20	-6
COc1ccccc1N1CC(C(=O)Nc2cc(C(F)(F)F)ccc2N2CCCC2)CC1=O (stereo not drawn)	-4	-3	·	·	10	0.0	-1	7	·	-2
COc1ccc(CSc2nc(C)cc(C)c2C#N)cc1	13	-4	4	3	15	0.0	0	27	-27	-6
C/C(=N\NC(=O)c1ccccc1O)c1c(O)cc(C)oc1=O	-3	-9	2	-3	9	0.0	-3	-5	-38	-9
COCCOC(=O)c1c(C)oc2cc(Br)c(OCC(N)=O)cc12	-1	1	2	0	21	-0.2	-1	-4	-6	8
O=C(Cc1ccccc1)NCC(=O)N1CCN(c2ccccc2F)CC1	3	3	-5	3	9	0.3	1	3	-21	2
Cn1c(=O)oc2cc(S(=O)(=O)N3CCCC(C(=O)NCC4COc5ccccc5O4)C3)ccc21 (stereo not drawn)	-3	1	-3	-8	21	-0.2	-1	-4	-7	25
O=C(Nc1cccc(Cl)c1)N(CCN1CCOCC1)Cc1ccccc1F	7	1	-1	-2	9	-0.3	-2	3	-14	-26
COc1cc2c(cc1OC)C(=O)NCC(C)(C)O2	11	1	1	-1	4	-0.3	-2	10	-4	32
CCN(CC)S(=O)(=O)c1cccc(C(=O)N/N=C/c2ccccn2)c1	2	0	-1	0	15	0.2	0	4	0	16
CCn1c(=O)c([N+](=O)[O-])c(NCCN(C)C)c2ccccc21	0	-1	9	5	5	-0.3	2	-1	-8	14
O=C(CSc1nc(O)c(C2CCCCC2)c(=O)[nH]1)N1CCOCC1	7	0	-2	-1	13	0.3	-4	0	-5	-1
Cc1ccc(C(=O)NCCC(=O)N2CCC3(CC2)NCCc2[nH]cnc23)cc1	-2	-2	-2	-3	13	-0.3	-1	23	-17	-1
Cn1nc(C(=O)OCC(=O)c2ccc[nH]2)c2ccccc2c1=O	1	0	1	-1	22	0.4	1	0	2	-1
Cc1cc(C)n(-c2ccc(C(=O)Nc3ccccc3N3CCOCC3)cc2)n1	-1	-2	-3	-1	12	-0.3	4	4	-4	14
Cn1c(CCN2CCN(c3ccccn3)CC2)nc2cc(NS(=O)(=O)c3ccccc3)ccc21	7	-1	-6	-6	11	0.3	0	13	-10	-25
CNC(=O)/C(C#N)=C/c1cccc(Oc2ccccc2)c1	-3	2	-7	4	-9	1.2	-2	30	-14	-24
O=C1CCC(C(=O)OCc2c(Cl)cccc2Cl)N1 (stereo not drawn)	-6	-1	-3	1	9	0.1	-5	4	-24	-2
O=C(NCc1ccncc1)/C(=C/c1cccc([N+](=O)[O-])c1)NC(=O)c1ccccc1	-4	-1	8	1	0	-0.4	-1	0	4	-1
Cc1cc(C)n(-c2cc(O)c(-n3nc(C)cc3C)cc2O)n1	-5	-3	8	1	-1	-0.1	0	13	-3	19
CCOC(=O)C1CCN(C(=O)c2ccc(Cl)c(NC3=NC4CS(=O)(=O)CC4S3)c2)CC1 (stereo not drawn)	0	-2	0	1	5	0.1	2	-6	-17	-8
CCN(CC)S(=O)(=O)c1ccc(C(=O)OCn2c(SC)nnc(C)c2=O)cc1	-2	-1	-2	-6	32	-0.4	-3	-3	1	13
Cc1cc(C)c2nc(-c3ccccn3)cc(C(=O)NCc3ccco3)c2c1	20	-4	-6	-1	8	0.5	-1	42	-8	18

Given with each value named: 4 of the compounds above.
> Cc1cc(C)n(-c2cc(O)c(-n3nc(C)cc3C)cc2O)n1
  HSF1 inh: -5
  GSK3beta inhib: -3
  IEC-6 tox: 8
  HSP90 inh: 1
  AI-2 QS mod: -1
  HIF activator: -0.1
  GSK3A inh: 0
  HSF1 activator: 13
  KLF5 inh: -3
  aSyn 5UTR inh: 19
> CCOC(=O)C1CCN(C(=O)c2ccc(Cl)c(NC3=NC4CS(=O)(=O)CC4S3)c2)CC1 (stereo not drawn)
  HSF1 inh: 0
  GSK3beta inhib: -2
  IEC-6 tox: 0
  HSP90 inh: 1
  AI-2 QS mod: 5
  HIF activator: 0.1
  GSK3A inh: 2
  HSF1 activator: -6
  KLF5 inh: -17
  aSyn 5UTR inh: -8
> CCN(CC)S(=O)(=O)c1ccc(C(=O)OCn2c(SC)nnc(C)c2=O)cc1
  HSF1 inh: -2
  GSK3beta inhib: -1
  IEC-6 tox: -2
  HSP90 inh: -6
  AI-2 QS mod: 32
  HIF activator: -0.4
  GSK3A inh: -3
  HSF1 activator: -3
  KLF5 inh: 1
  aSyn 5UTR inh: 13
> Cc1cc(C)c2nc(-c3ccccn3)cc(C(=O)NCc3ccco3)c2c1
  HSF1 inh: 20
  GSK3beta inhib: -4
  IEC-6 tox: -6
  HSP90 inh: -1
  AI-2 QS mod: 8
  HIF activator: 0.5
  GSK3A inh: -1
  HSF1 activator: 42
  KLF5 inh: -8
  aSyn 5UTR inh: 18

Compound activity: PubChem BioAssay, several laboratories
